GLP1R inv ag: acts as inverse agonist at human GLP-1 receptor | P43220 | HEK293 GLP-1R CRE-luciferase, luminescence, 24 h; GLP-1R form is constitutively active | Potency, µM (series often up to 38.3 µM), inactives show top-dose activity change, negative = inhibition, actives largely listed as inhibitors | actives 1.6% (n = 410,000) | AID 624417; note: potency is the fitted concentration of half-maximal effect; % is set by controls: 0 for no effect and ±100 for the full control effect; nearly all actives have a fitted effect of over 55% in size
Target sequence (P43220 whole entry, looked up): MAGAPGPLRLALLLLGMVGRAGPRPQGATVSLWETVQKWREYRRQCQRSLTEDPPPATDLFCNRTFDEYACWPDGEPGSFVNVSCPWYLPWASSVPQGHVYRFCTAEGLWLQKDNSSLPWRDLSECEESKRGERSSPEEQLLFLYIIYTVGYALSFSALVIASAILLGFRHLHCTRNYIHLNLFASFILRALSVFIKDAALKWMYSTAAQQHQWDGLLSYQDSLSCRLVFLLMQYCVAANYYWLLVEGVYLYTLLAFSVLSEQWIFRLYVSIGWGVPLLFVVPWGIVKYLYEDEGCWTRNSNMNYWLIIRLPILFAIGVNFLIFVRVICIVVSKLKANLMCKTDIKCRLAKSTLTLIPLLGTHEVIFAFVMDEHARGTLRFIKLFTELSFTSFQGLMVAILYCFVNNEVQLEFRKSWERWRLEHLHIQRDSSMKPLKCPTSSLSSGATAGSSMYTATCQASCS
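Stable HEK293 clone (constitutively active GLP-1R + cAMP-response luciferase); 200 cells/uL plated, 12 h pre-culture, compound 24 hr, 37 deg C/5% CO2; detection reagent 12 min RT; luminescence.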
DRD3 agonist: agonists of human D3 dopamine receptor; P35462; D3R DiscoveRx beta-arrestin cells, luminescence, 90 min; max activation, %; actives 0.58% (n = 410,000); AID 652048; in the data active = max activation above about 30%; note: 0% is about no effect; mostly tested at two doses, the higher about 12 µM
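Agonist-mode cell screen: cells plated at 1500/well and incubated overnight at 37 °C, then exposed to library compounds for 90 min at 37 °C. Detection reagent was added for 30–60 min at room temperature, and luminescence was read.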
aSyn yeast inh: alpha-synuclein toxicity inhibition in yeast; Yeast expressing alpha-synuclein, growth rescue, BacTiter-Glo, 24 h; Potency, µM (titrated, usually from 46.1 µM), for the others: at the top dose growth rescue (activation), actives largely listed as activators; actives 0.14% (n = 370,000); AID 652106; note: potency is the fitted concentration of half-maximal effect; % of control where 0% means no effect; nearly all actives have a fitted effect of over 65% in size
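Readout is rescue of growth in alpha-synuclein-expressing yeast, so inhibitors of toxicity appear as activators. Growth after 24 hr at 30 deg C in galactose medium is quantified by luminescence.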
TDP43 rescue: rescues yeast growth from TDP-43 toxicity; TDP-43 expressing yeast growth rescue, BacTiter-Glo, 24 h; Potency, µM (titrated, usually from 46.1 µM), without a hit: top-dose growth rescue (activation), actives largely listed as activators; actives 1.8% (n = 410,000); AID 652104; note: potency is the fitted concentration of half-maximal effect; % of control where 0% means no effect; nearly all actives have a fitted effect of over 50% in size
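Readout is BacTiter-Glo luminescence of cell growth, so inhibitors register as activators. TDP-43-expressing yeast at OD600=0.02 in galactose medium, after raffinose pregrowth to mid-log, were incubated with compound for 24 hr at 30 deg C.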
GLP1R cytotox: cytotoxicity counter-screen for GLP-1 receptor inverse agonists. AID 624418. actives 0.13% (n = 410,000). HEK293 cAMP-luciferase reporter cells, luminescence, 24 h. Potency, µM (doses to about 38.3 µM), for inactives: at the highest dose activity change, negative = inhibition, usual class: inhibitors;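 note: loss of luciferase light is scored as toxicity; potency is the fitted concentration of half-maximal effect; % is set by controls: 0 for no effect and ±100 for the full control effect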
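Here, cytotoxicity is scored as loss of luminescence. The MLSMR collection was tested on cells seeded in medium containing 10% Nu serum, with a 24 hr compound exposure preceded by 12 hours of culture.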
KB-V1 MDR tox: kills drug-selected multidrug resistant KB-V1 cells. Potency, µM (top dose mostly 46.1 µM), inactives show at the highest dose activity change, negative = cytotoxicity, most hits filed as cytotoxic. actives 3.4% (n = 400,000). KB-V1 MDR cells viability, CellTiter-Glo, 72 h; note: potency is the fitted concentration of half-maximal effect; % is set by controls: 0 for no effect and ±100 for the full control effect; nearly all actives have a fitted effect of over 60% in size
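KB-V1, DMEM (no phenol red) + 10% FBS; cpd pin-transferred, titration series; 72 h, 37 degrees C; CellTiter-Glo, luminescence. Data normalized, curve-fit.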
GLP1R ag: agonists of human GLP-1 receptor. P43220. HEK293 GLP-1R CRE-luciferase, luminescence, 4-6 h; cells express a hypersensitive GLP-1R form. Potency, µM (titrated, usually from 45.6 µM), without a hit: top-dose activation, hits mostly activators. actives 0.007% (n = 380,000). AID 624172; note: potency is the fitted concentration of half-maximal effect; % of control where 0% means no effect
PTHR1 agonist: activates the human parathyroid hormone receptor PTHR1 | Potency, µM (top dose mostly 115 µM), for the others: at the top dose activation, usual class: activators | AID 743266 | HEK293 GP2 PTHR1 cells, GloSensor cAMP luminescence, 1 h | Q03431 | actives 0.075% (n = 410,000); note: potency is the fitted concentration of half-maximal effect; nearly all actives have a fitted effect of over 55% in size; some results filed as inactive show a strong effect at the top dose; inactives centre near -15; many of its hits are not listed in these tables
Target sequence (Q03431 whole entry, looked up): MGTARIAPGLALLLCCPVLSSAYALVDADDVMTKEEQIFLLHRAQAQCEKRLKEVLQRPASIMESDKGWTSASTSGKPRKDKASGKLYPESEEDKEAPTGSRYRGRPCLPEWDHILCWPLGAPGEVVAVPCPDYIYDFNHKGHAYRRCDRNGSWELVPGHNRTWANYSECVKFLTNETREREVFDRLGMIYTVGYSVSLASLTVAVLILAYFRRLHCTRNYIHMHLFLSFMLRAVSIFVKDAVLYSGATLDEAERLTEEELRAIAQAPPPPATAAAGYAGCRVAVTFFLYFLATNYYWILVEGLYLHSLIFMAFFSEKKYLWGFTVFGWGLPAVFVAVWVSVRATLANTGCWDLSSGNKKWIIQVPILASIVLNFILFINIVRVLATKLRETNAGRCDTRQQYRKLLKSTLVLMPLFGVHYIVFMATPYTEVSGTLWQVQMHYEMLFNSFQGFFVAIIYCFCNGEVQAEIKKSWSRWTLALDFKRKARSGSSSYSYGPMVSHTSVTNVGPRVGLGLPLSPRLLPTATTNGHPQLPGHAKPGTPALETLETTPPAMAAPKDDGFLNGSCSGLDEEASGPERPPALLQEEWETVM
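HEK-293-derived GP2 cells expressing PTHR1 and a GloSensor cAMP reporter, 3,000/well, plated overnight, given luciferin plus IBMX (each 0.5 mM as added) for 1 h at 37 °C, then compound for 1 h at 37 °C. Luminescence was read after 15 min at room temperature.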
D3 antag: antagonists of human D3 dopamine receptor; AID 652054; max response, negative = inhibition, %; D3R cells, DiscoveRx beta-arrestin luminescence, antagonist mode; stronger effect = lower value; P35462; actives 2.5% (n = 360,000); in the data active = max response below about -50%; inconclusive = no clear call, values can overlap the other calls; note: % is set by controls: 0 for no effect and ±100 for the full control effect; mostly tested at two doses, the higher about 12 µM
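Cells expressing the human receptor were seeded at 1500 cells/well, incubated overnight at 37 degrees C in 5% CO2, then exposed to library compounds with dopamine controls for 90 minutes at 37 degrees C before luminescent detection.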
Starred values were filed as active, the others as inactive; i = inactive; ? = inconclusive; . = no result given; [ ] = another dose, or the depositor's remark. Unless noted, calls come from the whole dose curve; as a rule, active = well fitted curve in the direction sought with a large enough effect; inconclusive = small, poorly fitted or top-dose-only effect, or another doubt; inactive = no such curve, though single readings can be large; an effect the other way counts as inactive or inconclusive.

SMILES	GLP1R inv ag	DRD3 agonist	aSyn yeast inh	TDP43 rescue	GLP1R cytotox	KB-V1 MDR tox	GLP1R ag	PTHR1 agonist	D3 antag
O=C1CCCC2=C1C(c1ccncc1)c1c(nc(SCc3ccccc3Cl)[nH]c1=O)N2 (stereo not drawn)	-15%	4	6%	-2%	1%	3%	-2%	-45%[inhibitor][57.5 µM]	13
O=C(Cc1ccc(S(=O)(=O)N2CCOCC2)s1)NCC(=O)Nc1ccccc1Br	-19%	-5	-3%	15%	-20%	-30%	-21%	i	-8
CN(Cc1ccno1)Cc1cn(C)nc1-c1ccc(Oc2ccccc2)cc1	?	7	-3%	-18%	-6%	?	21%	i	-5
C=CCn1c(SCC(=O)c2ccc(OC)cc2)nnc1C(C)NC(=O)c1cccs1 (stereo not drawn)	0%	3	-6%	-11%	-8%	1%	5%	i	20
C=C(C)Cn1c(=O)c2c(nc3n2CCN3c2ccc(CC)cc2)n(C)c1=O	2%	8	.	21%	4%	.	.	i	.
CCOC(=O)C1(C)CCN1C(=O)c1ccc(C(=O)OC)cc1 (stereo not drawn)	-10%	-2	-13%	6%	3%	?	-6%	29%	73
O=C(OCC(=O)N1CCCC1=O)c1ncc(Cl)c(Cl)c1Cl	0%	-2	1%	-25%	5%	-4%	-4%	i	12
NNC(=O)c1ccc(Cn2cc(Br)c(N)n2)cc1	-7%	-10	-5%	-8%	1%	5%	21%	i	11
CCOc1ccc(/C=C2\SC(=O)N(CCNC(=O)C3COc4ccccc4O3)C2=O)cc1OC (stereo not drawn)	-6%	50*	6%	-10%	-15%	16µM*	-7%	-43%[inhibitor]	105
Clc1cccc(-c2ccc(CNCCSc3nnnn3-c3ccccc3)o2)c1	?	-19	.	7%[9.22 µM]	6%	1%	.	-22%	.
CCOC(=O)N1CCC(Nc2ccc3nnc(-c4ccccc4)n3n2)CC1	39%[activator]	5	5%	12%	3%	1%	14%	-8%	30
C#Cc1cccc(C(=O)N2CCCC(Nc3cccc(F)c3)C2)c1 (stereo not drawn)	-28%	-6	-1%	-5%	-3%	-17%	10%	-6%	2
COC(=O)c1c(C)nc(C)c2c(=O)oc3ccccc3c12	5%	-1	-14%	-14%	-2%	-3%	4%	i	-27
COc1ccccc1C(=O)NNC(=O)Cc1ccccc1	13%	6	-5%	-9%	0%	3%	4%	-16%	1
CCNC(=O)NC(=O)C(C)OC(=O)CCS(=O)(=O)c1ccc(C)cc1 (stereo not drawn)	18%[7.66 µM]	-4	-5%	-12%	-5%[7.66 µM]	-6%	0%	-29%	-17
COc1ccc(CCNC(=S)NNC(=O)c2c(Br)c(C)nn2C)cc1OC	6%	0	-3%	16%	-25%	.	8%	-22%	7
CCCNC(=O)C1(C)CCN(CCC(=O)c2ccc(Br)cc2)C1 (stereo not drawn)	18%	-8	7%	10%	-5%	4%	-6%	-15%	-19
Cc1ccc(Cn2c(CNS(=O)(=O)c3cccc([N+](=O)[O-])c3)nc3cccnc32)cc1	?	-26	.	-23%	-10%	.	.	23%	.
CC(C)n1cnnc1SCC(=O)Nc1cccc(S(=O)(=O)N(C)c2ccccc2)c1	2%	4	-3%	4%	2%	0%	0%	-14%	4
CCOc1ccc(C(=O)Nc2cc(-c3ccccc3)no2)cc1	-10%	1	.	24%	-8%	-13%	.	-26%	.
CN(C)c1ccc(/C=C/c2nnnn2-c2ccccc2)cc1	?	-1	6%	?	55%[activator]	?	-5%	-18%	0
CN(CCO)S(=O)(=O)c1ccc2c(c1)C(=O)c1cc(S(=O)(=O)N(C)CCO)ccc1-2	2%	8	-2%	-3%	3%	13%	-6%	-23%	-5
Cc1[nH]n(-c2nc(-c3ccccc3F)cc(=O)[nH]2)c(=O)c1CCO	25%	6	-8%	-19%	-2%	12%	0%	-10%	-9
CCN(CC)CCNc1cc(C)c(C#N)c2nc3ccccc3n12	10%	0	-2%	16%	31%[activator]	18%	-4%	-16%	33
CCOC(=O)/C(C#N)=C/c1cn(CCC(=O)O)nc1-c1ccc(OC)cc1	2%	5	-6%	8%	0%	10%	0%	-10%	-4

In the list so far, these have a cyano group.
SMILES	GLP1R inv ag	DRD3 agonist	aSyn yeast inh	TDP43 rescue	GLP1R cytotox	KB-V1 MDR tox	GLP1R ag	PTHR1 agonist	D3 antag
CCN(CC)CCNc1cc(C)c(C#N)c2nc3ccccc3n12	10%	0	-2%	16%	31%[activator]	18%	-4%	-16%	33
CCOC(=O)/C(C#N)=C/c1cn(CCC(=O)O)nc1-c1ccc(OC)cc1	2%	5	-6%	8%	0%	10%	0%	-10%	-4

Further entries follow:
SMILES	GLP1R inv ag	DRD3 agonist	aSyn yeast inh	TDP43 rescue	GLP1R cytotox	KB-V1 MDR tox	GLP1R ag	PTHR1 agonist	D3 antag
CN(C(=O)COC(=O)CNS(=O)(=O)/C=C/c1ccccc1)C1CCS(=O)(=O)C1 (stereo not drawn)	6%	4	-7%	-14%	-8%	-11%	6%	-10%	5
Cc1ccccc1C(=O)Nc1nc2nc(C)c(C)c(=O)n2[nH]1	5%	-14	.	-2%	12%	.	.	i	.
CCCCC#Cc1ccc2c(c1)COc1c3ccccc3nn1-2	-3%	31*	-11%	9%	2%	-7%	4%	-50%[inhibitor]	77
O=c1ccnc(SCc2ccccc2Cl)[nH]1	7%	-3	6%	16%	1%	-12%	3%	i	9
CC(C)(C)c1cc(NC(=O)Nc2ccccc2)no1	?	-4	3%	?	?	?	12%	-19%	-18
CCOC(=O)c1ccc(NC(=O)C2CC3CCC2C3)cc1 (stereo not drawn)	?	17	0%	27%	-16%	0%	10%	-19%	13
CC(c1ccco1)N(C(=O)c1ccc(S(=O)(=O)N2CCCCC2)cc1)c1ccccn1 (stereo not drawn)	-24%	-3	12%	-3%	1%	-20%	-5%	i	-6
CCn1ncc(Br)c1C(=O)Nc1cccc(F)c1	5%	-9	-1%	?	5%	27%	-3%	i	-6
Cc1sc2nc(SCC(=O)Nc3ccc(S(N)(=O)=O)cc3)[nH]c(=O)c2c1C	22%	0	-2%	-16%	9%	3%	3%	i	10
CCOc1ccccc1-n1nnnc1SCC(=O)NCc1ccco1	0%	-3	-3%	2%	4%	-11%	-3%	-20%	-5
Cn1c(CC(=O)NCCO)c(Sc2ccccc2)c2ccccc21	?	-4	2%	-7%	9%	9%	2%	i	-3
O=c1[nH]c2c(n(C3CCCCC3)c1=O)CCC2	8%	3	-17%	-10%	2%	5%	-2%	-11%[57.5 µM]	14
Cc1cccnc1NC(=O)C(c1ccccc1)c1ccccc1	-28%	2	-1%	-21%	-4%	-27%	3%	i	-9
COCc1cc(=O)[nH]c2cc(NC(=O)C(F)(F)F)c(C)cc12	4%	-1	-7%	-1%	9%	18%	-1%	-36%[inhibitor]	14
O=S(=O)(N(Cc1ccccc1)[C@@H](CO)Cc1ccccc1)N(Cc1ccccc1)[C@@H](CO)Cc1ccccc1	-3%	84*	1%	12%	-21%	?	0%	-5%	75
CN(Cc1ccc(F)cc1)C(=O)c1cccc(S(=O)(=O)N2CCN(c3ccc(F)cc3)CC2)c1	10µM*	-8	9%	21%	12%	?	6%	-40%[inhibitor]	-26
COCC(=O)Nc1cc(Cl)c(OC)cc1OC	8%	2	1%	21%	-15%	-1%	1%	i	11
CCc1cccc(NC(=O)CSc2nc(C)cs2)c1	?	0	0%	?	6%	-11%	11%	-15%	1
COc1cccc(N2CCN(C(=O)c3ccc(-c4ccccc4)cc3)CC2)c1	?	-2	11%	13µM*	9%	11%	2%	-10%	11
CC(=O)Nc1cccc(NC(=O)CSc2nccn2C2CCCC2)c1	-1%	1	.	15%	3%	.	.	-10%	.
CCOc1ccc(CN2CCc3nc(Nc4ccc(OC)cc4OC)ncc3C2)cc1	4%	-17	.	20%	12%	-4%	.	-49%[inhibitor]	.
CC(=O)Nc1ccc(N(C(=O)c2ccco2)C(C(=O)NC2CCCC2)c2ccc(N(C)C)cc2)cc1 (stereo not drawn)	9%	2	-2%	6%	-1%	6%	4%	i	8
CC[C@@]1(C(=O)OC)N[C@H](CN(C)C(=O)COC)[C@@H]2C(=O)N(Cc3ccccc3)C(=O)[C@@H]21	26%	-8	-2%	6%	2%	-4%	-3%	-4%	11
C=C(C)CN=CC1(C)CCC(C)=CO1 (stereo not drawn)	7%	1	2%	19%	-5%	17%	-2%	i	20
CCCCN(CC)Cc1ccc(CNC(=S)Nc2ccccc2F)o1	-16%	-23	-2%	-19%	-8%	-10%	18%	?	-13

Next section:
SMILES	GLP1R inv ag	DRD3 agonist	aSyn yeast inh	TDP43 rescue	GLP1R cytotox	KB-V1 MDR tox	GLP1R ag	PTHR1 agonist	D3 antag
COc1ccc(C(=O)COC(=O)CCCC(=O)NC2CCCCC2)cc1	1%	-4	7%	16%	-6%	4%	1%	-19%	-1
Cc1ccccc1-c1nc(-c2ccc(NC(=O)c3cccs3)cc2)no1	-10%	5	-7%	0%	-7%	?	-7%	-33%[57.5 µM]	47
Nc1ccc(C(=O)N2CCN(S(=O)(=O)c3ccc4c(c3)OCCO4)CC2)cc1[N+](=O)[O-]	19%	2	6%	19%	-4%	?	14%	-25%	0
COc1ccccc1C(=O)Nn1c(C2CCC2)nc2ccccc2c1=O	0%	3	11%	-12%	-13%	?	6%	-5%[57.5 µM]	-11
CCCN1C2CCCC1CC(NC(=S)NCCCOCC)C2 (stereo not drawn)	-19%	-5	8%	-4%	-15%	8.2µM*	-1%	i	13
CCc1ccc(C(=O)NNc2ccc(S(N)(=O)=O)cc2)cc1	?	11	-8%	-2%	7%	12%	0%	i	3
Nc1nonc1C(=O)NCCNCc1cccc(Cl)c1Cl	2%	-17	.	0%	-3%	0%	1%	i	.
Cc1ccc(C(=O)N/N=C\c2ccc[nH]2)cc1[N+](=O)[O-]	-29%	-4	-2%	8%	?	16%	-10%	i	16
CC(NC(=O)c1ccco1)c1nc(-c2ccc(Cl)cc2)no1 (stereo not drawn)	-28%	2	1%	25%	11%	-10%	12%	-21%	8

From PubChem BioAssay

Some of the compounds tested. The share of hits here may be higher or lower than overall.
